High-throughput results (PubChem)
MCF10A rerep = A quantitative high throughput screen for small molecules that induce DNA re-replication in MCF 10a normal breast cells. 350,000 tested, 2.9% active. Potency, µM (doses to about 46.1 µM), for the others: top-dose activity, positive = re-replication, most hits filed as activators. MCF 10A DNA re-replication, Hoechst nuclear intensity, 48 h. AID 624296, 2012; further: potency means the concentration at half of the fitted maximal effect; % of control where 0% means no effect; nearly all actives have a fitted effect of over 50% in size
KB-V1 MDR tox = qHTS assay for MDR1-selective chemotherapeutics: Primary screen using the drug-selected MDR subline cells KB-V1; KB-V1 MDR cells viability, CellTiter-Glo, 72 h; Potency, µM (highest dose often 46.1 µM), without a hit: top-dose activity change, negative = cytotoxicity, hits mostly cytotoxic; 400,000 tested, 3.4% active; AID 1347076, 2019; further: potency means the concentration at half of the fitted maximal effect; on the % scale 0 is the no-effect control and ±100 the full control effect; nearly all actives have a fitted effect of over 60% in size
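Following 72 h at 37 degrees C with compound, KB-V1 cell viability was read by CellTiter-Glo luminescence, medium being phenol-red-free DMEM plus 10% FBS; concentration-response parameters came from normalized, curve-fitted qHTS data.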
SW480 rereplic = A quantitative high throughput screen for small molecules that induce DNA re-replication in SW480 colon adenocarcinoma cells | SW480 DNA re-replication, Hoechst DNA content imaging, 48 h | Potency, µM (titrated, usually from 46.1 µM), without a hit: at the top dose re-replication activation, most hits filed as activators | 340,000 tested, 1.8% active; further: potency means the concentration at half of the fitted maximal effect; % of control where 0% means no effect; nearly all actives have a fitted effect of over 55% in size
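Image-based DNA-content assay: after two days of treatment, nuclei were labelled with the DNA dye Hoechst and imaged, and hits were compounds raising the count of nuclei showing high fluorescence intensity.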
ATXN viability = Viability Counterscreen for Primary qHTS for Inhibitors of ATXN expression. S2 cells (HEK-293 line with an ATXN2-luciferase reporter) viability, CellTiter-Fluor protease fluorescence, 24 h. 400,000 tested, 0.49% active. AID 651635, 2014. Potency, µM (series often up to 56.7 µM), hits mostly cytotoxic; further: potency means the concentration at half of the fitted maximal effect; nearly all actives have a fitted effect of over 40% in size
HT1080NT lethal = qHTS for induction of synthetic lethality in tumor cells producing 2HG: qHTS for the HT-1080-NT fibrosarcoma cell line; HT-1080-NT fibrosarcoma viability, CellTiter-Glo ATP luminescence, 48 h; 360,000 tested, 1.6% active; Potency, µM (titrated, usually from 46.1 µM), inactives show at the highest dose activity, negative = less viability, usual class: cytotoxic; AID 686970, 2013;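 further: NT is the 2HG producing partner of a matched IDH1 knockdown line; potency means the concentration at half of the fitted maximal effect; 0% = DMSO-treated cells and -100% = media-only wells without cells; nearly all actives have a fitted effect of over 55% in size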
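Read-out is CellTiter-Glo luminescence after 10 minutes at room temperature, following 48 hours' compound treatment of HT-1080-NT cells (750 cells/well, RPMI, 5% FBS, 37 degrees C).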
HT1080 IDH1KD tx = qHTS for induction of synthetic lethality in tumor cells producing 2HG: qHTS for the HT-1080-IDH1KD cell line | AID 686971, 2013 | Potency, µM (top dose mostly 46.1 µM), for the others: top-dose activity, negative = toxicity, usual class: cytotoxic | HT-1080 IDH1 knockdown viability, ATP luminescence, 48 h | 360,000 tested, 2% active;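 further: potency means the concentration at half of the fitted maximal effect; 0% = DMSO wells and -100% = cell-free medium wells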
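HT-1080-IDH1KD cells (IDH1 knocked down), 750/well in RPMI with 5% FBS, treated with compound 48 h at 37 degrees C. Viability by CellTiter-Glo luminescence, normalised to DMSO and no-cell wells; concentration-response curves classed.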
IL1B secr inh = qHTS for Inhibitors of Inflammasome Signaling: IL-1-beta AlphaLISA Primary Screen; 360,000 tested, 4.7% active; THP-1 LPS/ATP IL-1B secretion, AlphaLISA, 16 h; stronger effect = lower value; activity change, % at 57.5 µM; in the data active means activity change below about -50%; inconclusive means mostly about -30% to -49%; further: on the % scale 0 is the no-effect control and ±100 the full control effect
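THP-1 cells pretreated 1 hr with compounds (up to 57.5 uM final), then stimulated with LPS (250 ng/mL final) plus ATP (1.25 mM final); secreted IL-1B measured by AlphaLISA after 16 hr, decreased signal indicating inhibition.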
ATXN2 expr inh = Primary qHTS for Inhibitors of ATXN expression; HEK-293 ATXN2-luciferase reporter, luminescence, 24 h; Potency, µM (doses to about 57 µM), for the others: at the highest dose activity change, negative = inhibition, usual class: inhibitors; 360,000 tested, 0.72% active; AID 1745845, 2022; further: potency means the concentration at half of the fitted maximal effect; on the % scale 0 is the no-effect control and ±100 the full control effect; nearly all actives have a fitted effect of over 55% in size
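ATXN2-luciferase reporter cells (luciferase flanked by upstream and downstream ATXN2 gene portions) were treated 24 h at 37 °C with compounds at up to 57 uM. SteadyGlo luminescence gave expression; GF-AFC fluorescence gave viability.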
KB-3-1 cytotox = qHTS assay for MDR1-selective chemotherapeutics: Primary screen using the parental adenocarcinoma cell KB-3-1 | KB-3-1 viability, CellTiter-Glo ATP luminescence, 72 h | Potency, µM (top dose mostly 46.1 µM), inactives show at the top dose activity change, negative = cytotoxic, actives largely listed as cytotoxic | 400,000 tested, 1.4% active | AID 1347075, 2019; further: potency means the concentration at half of the fitted maximal effect; on the % scale 0 is the no-effect control and ±100 the full control effect; nearly all actives have a fitted effect of over 60% in size
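Using CellTiter-Glo luminescence, growth of non-resistant KB-3-1 adenocarcinoma cells is assessed 72 h after pin-tool compound addition at 37 °C. Normalized responses across the concentration series yield fitted curves.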
The depositor's hits bear a star; i = inactive; ? = inconclusive; · = no result given; & = joins results of further samples; [ ] = another dose, or the depositor's remark. Unless noted, the call rests on the fitted dose curve; in most records, active means well fitted curve in the direction sought with a large enough effect; inconclusive means small, poorly fitted or top-dose-only effect, or another doubt; inactive means no such curve, though single readings can be large; an effect the other way counts as inactive or inconclusive. Not all compounds are listed, so the mix of outcomes need not match the whole.

Compound	IL1B secr inh	MCF10A rerep	HT1080 IDH1KD tx	ATXN viability	ATXN2 expr inh	SW480 rereplic	KB-V1 MDR tox	KB-3-1 cytotox	HT1080NT lethal
O=[N+]([O-])c1cc(Cl)c(O)c(-[n+]2c(-c3ccccc3)cc(-c3ccccc3)cc2-c2ccccc2)c1	-5	0%	?	?	-26%	11%	-6%	?	?
CC(=O)c1ccc(NC2=NCCCS2)cc1	-11	0%	4%	i	23%	11%	-1%	0%	14%
O=C(N/N=C/c1c(O)n(CCC2=CCCCC2)c(=S)[nH]c1=O)c1ccccc1	42	?	?	i	?	?	-5%	1%	?
Cn1nc(C(C)(C)C)cc1C(=O)N1CCCCC1c1cc(C(=O)Nc2ccc(F)c(Cl)c2)no1 (configuration not stated)	-64*	·	?	i	0%	·	?	?	?
C=C1C(=O)OC2CC(C)C3C=CC(=O)C3(C)C(O)C12 (configuration not stated)	-101*	18%	0.82µM*	?	?	?	3.7µM*	3.3µM*	1.8µM*
CCCCn1nnnc1C(c1cccc2ccccc12)N1CCC2(CC1)C(=O)NCN2c1ccccc1 (configuration not stated)	·	·	?	?	-38%	·	21µM*	?	?
Nc1c(C(=O)OCC2CCCO2)c2nc3ccccc3nc2n1Cc1cccs1 (configuration not stated)	-29	?	?	i	-7%	9%	-27%	?	?
CCN1CCN(c2nc3ccccc3s2)CC1	0	-3%	5%	i	0%	4%	-6%	-4%	3%
CC(C)Nc1nc(Cl)nc(NC(C)C)n1	-11	-4%	8%	i	6%	4%	0%	5%	9%
CC(C)[N+]12CCC(CC1)C(C(O)(c1ccccc1)c1ccccc1)C2 (configuration not stated)	-1	11%	3%	i	-13%	-1%	0%	-6%	-5%
Cn1c(O)c(N=Nc2ccc(S(=O)(=O)N3CCOCC3)cc2)c(=O)n(C)c1=O	-20	-6%	-4%	i	·	-9%	-23%	0%	-3%
CCc1c(C)nc(N)nc1N1N=C1SC(C(C)=O)C(C)=O	48	0%	0%	i	1%[11.3 µM]	?	6%	16%	3%
O=c1c2ccccc2nc(-c2ccccc2)n1-c1cccnc1	-3	11%	-2%	i	-5%	-5%	?	2%	-13%
CCCCC(=O)N/N=C/c1c(O)n(CCc2ccccc2)c(=O)[nH]c1=O	·	5%	?	i	?	?	?	0%	?
Cc1c(OC(=O)N(C)C)ccc2c1O/C(=C\c1ccco1)C2=O	-21	4%	14%	?	33%	8%	2%	5%	11%
CCOC(=O)c1cc(C)n(CCc2cnc[nH]2)c1C	-11	-1%	-5%[9.24 µM]	i	10%	-8%	-31%	-8%	-3%
O=C1CCCN1CC#CCN1CCCC1	-25	1%	4%	i	5%	2%	10%&30%	?	-3%
O=C1NC(=S)NC(=O)C1C/C=C/c1ccccc1	28	3%	1%	i	-10%	-5%	10%	13%	4%
O=C(Nc1ccccc1)C1=C[C@H](c2ccccc2)C[C@H](OCCCCO)O1	-19	18µM*	-21%	i	58%[activator]	1%	?	?	-16%
COc1cc2c3c(c1OC)Oc1ccc(cc1)C[C@H]1c4c(cc(OC)c(OC)c4Oc4ccc(cc4)C[C@@H]3N(C)CC2)CCN1C	-3	?	-25%	·	?	2.6µM*	1%	-5%	-17%
CCOP(=O)(OCC)/C(=N/OC(=O)c1ccc(OC)cc1)C(N)=O	-3	?	?	i	-13%	?	23%	?	-8%
CCCCn1c(O)c(/C=C2/C=CC=N2)c(=O)[nH]c1=O	-10	?	?	?	4%	?	-13%	3%	15µM*
CCCCCCCCN1C(=O)[C@H](CC(=O)N2CCCCC2)C[C@@]2(C(=O)OCC)CCCC=C12	?	·	?	?	?	·	?	?	?
NC(=S)c1cn(C2OC(CO)C(O)C2O)c2ncnc(N)c12 (configuration not stated)	-100*	?	1.3µM*	?	·	-6%	-1%	?	?
CC1(C)C(C(=O)NCc2ccco2)C1(C)C	0	-3%	-3%	i	-16%	-2%	7%	-8%	1%
O=C(/C=C/c1ccc2c(c1)OCO2)c1c(O)n(CCc2ccccc2)c(=O)[nH]c1=O	-5	12µM*	0%	i	-13%	?	13µM*	?	0%
COc1cc(C(C)=O)ccc1OC(=O)N(C)c1ccccc1	-2	-7%	-1%	i	·	-3%	-10%	0%	-3%
O=c1[nH]c2ccccc2n1CCCN1CCC(n2c(=O)[nH]c3cc(Cl)ccc32)CC1	?	?	-27%	?	?	1%&2%&-3%	4%&-7%	0%&0%	-1%
COc1ccc(CN2CCN(C(=O)COc3ccc4ccccc4c3)CC2)c(OC)c1	?	?	?	i	-29%	?	0%	?	?
O=[N+]([O-])c1ccc(N2CCOCC2)c2c1no[n+]2[O-]	-105*	·	5.2µM*	·	·	·	5.2µM*	?	5.2µM*
Cn1c(O)c(C(=O)c2ccccc2Cl)c(=O)n(C)c1=O	3	-5%	11%	i	-5%	-9%	-13%	-4%	0%
CC[C@]12CC[C@H](O)CC1=CCC1C2CC[C@]2(C)C(=O)CCC12 (some centres not stated)	20	?	-9%	i	4%	-6%	-1%	-1%	-6%
CCCCN1C(=O)/C(=C\c2ccco2)C(=O)N(CCc2ccccc2)C1=O	-23	?	7%	i	16%	3%	2%	2%	2%
COC(=O)[C@@]1(Cc2ccc(F)cc2)[C@H]2c3cc(C(=O)N(C)C)[nH]c3C[C@H]2CN1C(=O)c1ccccc1	-10	10%	6%	i	1%	0%	4%	3%	0%
CCCCn1c(N)c(C(=O)OCC2CCCO2)c2nc3ccccc3nc21 (configuration not stated)	-2	1%	-17%	i	2%	-2%	0%	9%	?
CCN(CC)C(=O)c1ccc2c(c1)C1C(Cl)C(Sc3ccccc3[N+](=O)[O-])CC1C(C(=O)O)N2 (configuration not stated)	?	1%	-14%	i	-20%	-1%	16%	2.6µM*	-16%
OC(c1ccc(F)cc1)(c1ccc(F)cc1)[C@@H]1CCCN1	-27	-5%	-23%	i	-18%	-5%	4%	-2%	-23%
Nc1c(C(=O)NCc2ccco2)c2nc3ccccc3nc2n1CCN1CCOCC1	-20	16µM*	?	i	?	5.2µM*	?	8%	?
CC(C)CCn1c(=O)c(C(=O)NCc2ccc3c(c2)OCO3)c(O)c2ccccc21	79	20%	10%	i	-27%	-3%	?	-8%	4%
CCOCCCNC(=O)CN1C2CCC1CC(O)(c1ccc(OC)cc1)C2 (configuration not stated)	25	1%	7%[9.24 µM]	i	-5%	-3%	1%	-8%	-1%
CCOP(=O)(/C=C(\Cl)c1ccccc1)C(O)c1ccc(F)cc1 (configuration not stated)	-13	0%	4%	i	·	22%	21%	1%	15%
CCN(C(=O)COC(=O)c1cn(C)c2ccccc12)c1ccc(F)cc1	-30	3%	6%	·	·	1%	-3%	-2%	10%
Oc1ccc(/C=N/NP(=S)(c2ccccc2)c2ccccc2)c(O)c1O	-13	13%	-10%	·	·	-8%	-2%	-5%	-10%
CCOP(=S)(OCC)Oc1cc(C)oc(=O)c1	-8	-1%	12%	i	·	?	17%	1%	-3%
C[C@]12CCC3C(CC[C@H]4C[C@@H](O)CC[C@]34C)C1C[C@@H](N)[C@@H]2O (some centres not stated)	15	1%	-2%	i	-11%	3%	22%	-16%	-10%
CCCCCCCSc1cc(OC)c(CCN(C)C)cc1OC	-100*	?	-23%	·	22µM*	?	?	?	-10%

Random excerpt: 6 entries already listed, in no set order.
Compound	IL1B secr inh	MCF10A rerep	HT1080 IDH1KD tx	ATXN viability	ATXN2 expr inh	SW480 rereplic	KB-V1 MDR tox	KB-3-1 cytotox	HT1080NT lethal
CCN(C(=O)COC(=O)c1cn(C)c2ccccc12)c1ccc(F)cc1	-30	3%	6%	·	·	1%	-3%	-2%	10%
OC(c1ccc(F)cc1)(c1ccc(F)cc1)[C@@H]1CCCN1	-27	-5%	-23%	i	-18%	-5%	4%	-2%	-23%
O=[N+]([O-])c1ccc(N2CCOCC2)c2c1no[n+]2[O-]	-105*	·	5.2µM*	·	·	·	5.2µM*	?	5.2µM*
C[C@]12CCC3C(CC[C@H]4C[C@@H](O)CC[C@]34C)C1C[C@@H](N)[C@@H]2O (some centres not stated)	15	1%	-2%	i	-11%	3%	22%	-16%	-10%
CCCCn1c(N)c(C(=O)OCC2CCCO2)c2nc3ccccc3nc21 (configuration not stated)	-2	1%	-17%	i	2%	-2%	0%	9%	?
Oc1ccc(/C=N/NP(=S)(c2ccccc2)c2ccccc2)c(O)c1O	-13	13%	-10%	·	·	-8%	-2%	-5%	-10%
